# KCNH2 3.1 inh – qHTS for Inhibitors of KCHN2 3.1: Mutant qHTS. Potassium voltage-gated channel subfamily H member 2, brain isoform KCNH2 3.1 (human). hit rate 0.95% among 340,000. AID 720553, 2013. activity change, % (tested at about 1.8 µM). U2OS KCNH2 3.1, thallium flux FluxOr; active compounds read low;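 active = maximum activity change below -70%; inconclusive = maximum activity change from -70% to -50%; inactive = maximum activity change above -50%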;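 note: thallium influx rate constant from kinetic fluorescence after stimulation buffer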
#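 We transduce U2OS cells with the mutant 3.1 virus, culture them overnight, load FluxOr with Red40 quencher for 45 min, then add stimulation buffer and read kinetically for 2 min to derive a normalized rate constant.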
# Eya2 inh – qHTS Assay for Inhibitors of the Phosphatase Activity of Eya2. recombinant Eya2, OMFP fluorescence dephosphorylation (OMFP is methylfluorescein phosphate). Potency, µM (titrated, usually from 76.9 µM), inactives show at the top dose activity, negative = inhibition, actives largely listed as inhibitors. hit rate 0.006% among 330,000. AID 488837, 2010; note: potency is the fitted concentration of half-maximal effect
#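 Eya2 (0.2 uM) preincubated 10 min at ambient with compound, then OMFP substrate added at 50 uM; 10 min reaction in 50 mM HEPES pH 7.5, 50 mM NaCl, 5 uM MgCl2, 0.05% BSA, 1 mM DTT. Fluorescence read at Ex 485/Em 525 nm.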
# PKM2 activator – qHTS Assay for Activators of Human Muscle isoform 2 Pyruvate Kinase; purified PKM2, Kinase-Glo ATP luminescence, activation; response scale: 0% is enzyme alone, no compound; AID 1631, 2009; Pyruvate kinase PKM (Homo sapiens), P14618; hit rate 0.34% among 260,000; Potency, µM (top dose mostly 57.5 µM), for the others: top-dose activation, usual class: activators; note: potency is the fitted concentration of half-maximal effect; nearly all actives have a fitted effect of over 55% in size
# Target sequence (P14618 whole entry, looked up, canonical isoform): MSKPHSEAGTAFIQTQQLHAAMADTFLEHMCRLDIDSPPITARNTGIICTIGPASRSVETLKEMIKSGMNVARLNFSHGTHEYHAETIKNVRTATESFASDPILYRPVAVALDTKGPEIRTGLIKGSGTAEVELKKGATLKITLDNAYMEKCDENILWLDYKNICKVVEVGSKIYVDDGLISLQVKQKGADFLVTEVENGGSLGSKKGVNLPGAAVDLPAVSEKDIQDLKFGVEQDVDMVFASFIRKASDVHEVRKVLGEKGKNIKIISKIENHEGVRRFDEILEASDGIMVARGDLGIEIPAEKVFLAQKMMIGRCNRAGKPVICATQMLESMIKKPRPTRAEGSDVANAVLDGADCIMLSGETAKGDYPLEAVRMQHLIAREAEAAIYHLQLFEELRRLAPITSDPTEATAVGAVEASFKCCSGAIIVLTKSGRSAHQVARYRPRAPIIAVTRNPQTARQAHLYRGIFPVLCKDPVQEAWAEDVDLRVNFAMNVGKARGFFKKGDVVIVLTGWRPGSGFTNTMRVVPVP
#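 Kinase-Glo luminescence reports ATP generated from ADP (0.1 mM) and PEP (0.5 mM) by purified hPK-M2 after 1 h at room temperature, pH 7.2 imidazole buffer; intermediate enzyme activity allows detecting inhibitors and activators.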
# FBPA coupling cs – qHTS Assay for Inhibitors of Fructose-1,6-bisphosphate Aldolase from Giardia Lamblia: Coupling assay counterscreen; coupling enzyme system counterscreen, AmpLite Red fluorescence; activity change, negative = inhibition, % at 58.2 µM, hits read low; hit rate 0.67% among 290,000; AID 2472, 2010; in the data active = activity change below about -30%
#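 Counterscreen of the coupled detection system alone, without aldolase: glyceraldehyde-3-phosphate coupling enzymes plus AmpLite Red readout. Compounds at 57.5 uM final, 10 min RT preincubation, 20 min RT reaction, fluorescence 525/598 nm.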
# Chronic BCR inh – qHTS Assay to Find Inhibitors of Chronic Active B-Cell Receptor Signaling; ABC-DLBCL IkBa-CBG/CBR reporter, luminescence ratio, 4 h; Potency, µM (doses to about 46.1 µM), for inactives: at the highest dose ratio change, negative = lower green/red ratio, usual class: inhibitors; hit rate 0.05% among 340,000; AID 493014, 2011; active = well fitted inhibition curve with a large enough effect in the signal ratio, with a control signal flat, not every such curve was filed as active; inconclusive = small, poorly fitted or top-dose-only effect, or effect the other way, or a change in a side signal; the % refers to the signal ratio;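 note: potency is the fitted concentration of half-maximal effect; plate controls were basal doxycycline-induced cells for no effect and cells given 10 µM MG132 for full effect; MG132 reads +100%, hits lower the ratio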
#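 TMD8 human ABC-DLBCL cells with doxycycline-inducible IκBα–green luciferase fusion and unfused red luciferase, in 0.5% FBS medium; compounds up to 46 uM, 4 h at 37C. Green/red luminescence ratio, filter-overlap corrected, fitted to concentration-response curves.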
# uPA generation – qHTS for Inhibitors of Cell Surface uPA Generation; cell surface uPA generation assay, qHTS; Potency, µM (series often up to 38.3 µM), for inactives: at the top dose activity change, negative = inhibition, hits mostly inhibitors; hit rate 0.31% among 330,000; AID 540303, 2011; active = well fitted inhibition curve with a large enough effect; inconclusive = small, poorly fitted or top-dose-only effect; inactive = no such curve, though single readings can be large or run the other way; tested in mouse RAW 264.7 cells; note: potency is the fitted concentration of half-maximal effect; nearly all actives have a fitted effect of over 55% in size
# hERG WT inh – qHTS for Inhibitors of KCHN2 3.1: Wildtype qHTS; AID 720551, 2013; Voltage-gated inwardly rectifying potassium channel KCNH2 (Homo sapiens), Q12809; U2OS, BacMam KCNH2, thallium flux FluxOr; active compounds read low; hit rate 0.37% among 340,000; activity change, % at 1.84 µM;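 active = maximum activity change below -70%; inconclusive = maximum activity change between -70% and -50%; inactive = maximum activity change above -50%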
#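 U2OS cells were transduced with wild-type KCNH2 virus (2.03 x 10^8 / mL) for 4 h at room temperature, then cultured overnight at 37 C. Thallium flux was read with FluxOr dye. Rate constants were normalized to DMSO controls.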
# B2AR arrestin – qHTS assay of beta-arrestin-biased ligands of beta2-adrenergic receptor; beta-arrestin recruitment to beta2AR, cell-based reporter; Potency, µM (doses to about 46.1 µM), without a hit: at the top dose activation, actives largely listed as activators; hit rate 0.02% among 330,000; AID 492947, 2010;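 note: potency is the fitted concentration of half-maximal effect; 0% = DMSO controls and full agonism = EC100 isoproterenol or metaproterenol; nearly all actives have a fitted effect of over 65% in size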
# Target sequence (P07550 whole entry, looked up): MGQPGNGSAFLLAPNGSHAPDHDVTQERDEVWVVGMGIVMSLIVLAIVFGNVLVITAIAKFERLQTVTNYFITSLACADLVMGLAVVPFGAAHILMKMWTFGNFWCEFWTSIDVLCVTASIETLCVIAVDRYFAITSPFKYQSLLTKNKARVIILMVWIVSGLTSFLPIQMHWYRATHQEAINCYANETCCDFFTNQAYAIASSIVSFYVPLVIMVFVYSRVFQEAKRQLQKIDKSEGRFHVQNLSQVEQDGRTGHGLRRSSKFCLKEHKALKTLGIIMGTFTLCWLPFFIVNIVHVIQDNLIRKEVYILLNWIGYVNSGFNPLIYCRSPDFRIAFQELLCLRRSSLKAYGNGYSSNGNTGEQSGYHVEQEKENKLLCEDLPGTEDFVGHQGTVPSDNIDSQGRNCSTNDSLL
# Giardia killer – Small Molecules that selectively kill Giardia lamblia: qHTS; Giardia lamblia trophozoite viability; activity change, % at 7.66 µM, hits read low; hit rate 0.15% among 340,000; in the data active = activity change below about -80%; inconclusive = between about -30% and that limit;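 note: parasites exposed to compound for two days anaerobically before the ATP read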
#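 Each well holds 100 Giardia trophozoites and compound. After two days (48 hrs) at 37 deg C in anaerobic conditions, ATP is quantified by luminescence.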
# GALK inh – qHTS Assay for Inhibitors of Human Galactokinase (GALK); hit rate 0.007% among 270,000; AID 1868, 2009; Purified GALK, Kinase-Glo residual ATP luminescence; Potency, µM (highest dose often 57.5 µM), for inactives: at the top dose activity change, negative = inhibition, most hits filed as inhibitors; P51570; note: potency is the fitted concentration of half-maximal effect
#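 Human GALK (5 nM) with 35 uM ATP and 100 uM galactose in 20 mM HEPES pH 8.0, 5 mM MgCl2, 60 mM NaCl, 1 mM DTT, 0.01% BSA. After 1 h at room temperature, leftover ATP was read by Kinase-Glo Plus luminescence.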
# USP2a block – qHTS Assay for Inhibitors of Ubiquitin-specific Protease USP2a Using CHOP2 as the Reporter; Ubiquitin carboxyl-terminal hydrolase 2 (Homo sapiens), O75604; USP2 core, Ub-CHOP2 coupled fluorogenic reporter, 485/531; Potency, µM (highest dose often 38.3 µM), for the others: top-dose activity change, negative = inhibition, most hits filed as inhibitors; hit rate 0.01% among 330,000; AID 463254, 2010;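 note: potency is the fitted concentration of half-maximal effect; plate controls were DMSO wells for no effect and full inhibition by NEM control for full effect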
#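 Cell-free coupled assay: 10nM USP2 core preincubated 30min RT with compound in Tris-HCl pH 8.0/CaCl2/CHAPS buffer, then 25nM Ub-CHOP2 and 25nM reporter substrate; fluorescence (Ex 485/Em 531) read after 60min RT, normalized to NEM inhibition, concentration-response curves fitted.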
# Active calls of the source: *; ? = inconclusive; · = no result given; [ ] = remark or other dose. Unless noted, calls come from the whole dose curve; as a rule, active = well fitted curve in the direction sought with a large enough effect; inconclusive = small, poorly fitted or top-dose-only effect, or another doubt; inactive = no such curve, though single readings can be large; an effect the other way counts as inactive or inconclusive. Unless noted, % is set by controls: 0 for no effect and ±100 for the full control effect.
SMILES,KCNH2 3.1 inh,Eya2 inh,PKM2 activator,FBPA coupling cs,Chronic BCR inh,uPA generation,hERG WT inh,B2AR arrestin,Giardia killer,GALK inh,USP2a block
C=CC[C@H](CC(=O)N(CCO)Cc1ccccc1)C(=O)N[C@@H](C)COC(=O)[C@@H](CC=C)Cc1ccc(F)cc1,·,-2%,·,·,-1%,11%,·,0.1%,-1,·,2%
CCCc1cc(C(=O)N2CCCC(N3CCN(c4ccccc4F)CC3)C2)n(C)n1 (stereo unspecified),-4,2%,·,·,4%,10%,1,0.3%,2,-3%,0%
COc1ccc(CCN2CC(C(=O)N3CCCCCC3)CCC2=O)cc1 (stereo unspecified),1,4%,-4%,·,2%,2%,-25,-0.3%,-18,2%,1%
CCOC(=O)c1c(C)[nH]c(C)c1S(=O)(=O)N(C)CC(=O)N(C)Cc1ccccc1,-5,7%,2%[0.46 µM],0,8%,-11%,3,-0.2%,-21,1%,2%
Cc1ccc2[nH]c(=O)c(CN(C(=O)c3cccc([N+](=O)[O-])c3)C(C)(C)C)cc2c1,8,5%,-1%,0,?,5%,-1,0.0%,-20,-1%,3%
Cc1ccc(C(=O)CCC(=O)OCc2nnc(-c3ccccc3)o2)cc1,0,-7%,·,·,10%,2%,-1,-0.3%,3,·,-4%
CCN1C(=O)/C(=C/c2cc(C)n(C)c2C)SC1=Nc1ccc(OC)cc1,8,3%,-20%,1,-15%,-5%,-2,-0.7%,-7,1%,3%
Cc1nnc2ccc(-c3cccc(NS(=O)(=O)c4ccccc4[N+](=O)[O-])c3)nn12,19,16%,·,·,?,-11%,0,-0.1%,?,·,3%
O=S(=O)(NCCN1CCCC1)c1cccc2cccnc12,-5,3%,8%,1,10%,10%,-10,-0.6%,2,1%,0%
CCCCN(CCCC)CCNC(=O)c1ccc2nc(-c3ccccc3NC(C)=O)c(=O)[nH]c2c1,2,12%,4%,-2,-9%,6%,·,-1.9%,-20,-2%,-7%
Cc1ccc(NC(=O)Cn2cnc3c(nnn3Cc3ccc(F)cc3)c2=O)cc1,-17,-6%,6%,-1,0%,10%,-11,0.0%,-1,0%,0%
COc1cccc(CN(CC2CCCO2)S(=O)(=O)c2ccc(S(=O)(=O)NCC3CCCO3)cc2)c1OC (stereo unspecified),-15,5%,-11%,1,-4%,1%,-4,-0.1%,4,2%,-7%
O=C(COc1ccc(S(=O)(=O)N2CCOCC2)cc1)NCc1ccco1,5,-2%,-1%,·,1%,19%,1,-0.2%,-6,-4%,2%
Nc1c(-c2ccsc2)cnc2ncnn12,15,7%,6%,4,-2%,0%,1,-0.1%,-13,9%,-1%
O=C(Nc1ccccc1)Nc1nccs1,24,-20%,-10%,-1,?,-1%,0,-0.5%,-16,2%,0%
COCCCNC(=O)CN1C(=O)c2ccccc2C1=O,-7,-7%,0%,3,0%,4%,-19,0.4%,6,3%,-1%
Cc1ccc(S(=O)(=O)NCCC(=O)NCCc2ccc(S(N)(=O)=O)cc2)cc1C,9,-7%,·,·,3%,12%,-16,-0.3%,24,·,4%
CC(C)OC(=O)CSc1nc2ncc(Cl)cc2[nH]1,9,8%,0%,-8,15%,0%,7,-0.8%,4,-3%,2%
CCOC(=O)c1sc(/N=C/c2c(C)[nH]n(-c3ccccc3)c2=O)c(C#N)c1C,·,-12%,-1%,-1,3%,·,·,-0.4%,·,0%,-3%
CCOC(=O)c1ccc(C(=S)N2CCCC2)cc1,1,-1%,·,0,-2%,2%,-2,-0.3%,1,-1%,2%
CCc1c(C)nc2ncnn2c1N1CCCC(C(=O)NCc2ccc3c(c2)OCO3)C1 (stereo unspecified),0,-2%,1%,4,-9%,·,2,-0.8%,1,3%,-1%
CC(C)CN(C(=O)CSc1nnc(-c2cccs2)n1N)c1c(N)n(Cc2ccccc2)c(=O)[nH]c1=O,-7,6%,·,·,-1%,-5%,4,-0.2%,22,·,-1%
CCOc1ccc(S(=O)(=O)N2CCCC(C(=O)N3CCC(C(N)=O)CC3)C2)cc1Cl (stereo unspecified),-3,-11%,·,0,0%,-2%,9,-0.2%,2,6%,-1%
CCOc1ccccc1NC(=O)NNC(=O)CCc1ccc(OC)cc1,-6,-4%,1%,2,-2%,4%,-8,-0.1%,-11,4%,-3%
COc1ccccc1CC(=O)NC1CC1,-6,6%,-3%,1,0%,7%,-1,0.1%,9,-3%,0%
CCCNS(=O)(=O)c1ccc(CCC(=O)NCc2ccc3c(c2)OCO3)cc1,6,8%,1%,0,1%,4%,4,-0.2%,-13,3%,-8%
COc1ccc(C(=O)OC(C(=O)c2ccc(C)cc2)c2ccccc2)cc1 (stereo unspecified),-32,-6%,9%,-7,?,-1%,-1,0.4%,-17,0%,-4%
COc1ccc(NC(=O)COc2cc(O)c3c(c2)OC(C)(C)CC3=O)cc1,6,7%,-4%,2,0%,-25%,-1,-0.8%,45[activator],·,1%
Cc1cc(Oc2ccc(=O)n(C)n2)nc(SCCOc2ccccc2)n1,0,2%,-2%,0,-21%,-5%,-1,-0.4%,7,-1%,2%
O=C(CCCCCn1c(=S)[nH]c2cc3c(cc2c1=O)OCO3)N1CCN(C2CCCCC2)CC1,20,-4%,2%,3,3%,2%,-1,-0.4%,-23,2%,1%
Cc1cc(N)ccc1NC(=O)c1ccccc1,0,-4%,12%,2,-3%,5%,5,0.2%,4,4%,-7%
Cc1c(Br)c([N+](=O)[O-])nn1CC(=O)Nc1nccs1,-2,-4%,10%,1,1%,4%,5,-0.2%,-22,-1%,-1%
CCOc1ccc(Cn2c(O)cc(=O)[nH]c2=O)cc1,2,2%,2%,7,12%,3%,-3,0.2%,10,-2%,0%
C=CCOC(=O)C1=C(C)NC(SCC(=O)N(CC)CC)=C(C#N)C1c1ccccc1 (stereo unspecified),11,-9%,-7%,0,?,7%,-14,-1.0%,8,-4%,-2%
COc1cccc(NC(=O)COC(=O)CCC(=O)c2cccs2)c1,-2,-1%,·,·,-2%,11%,2,0.0%,5,·,0%
O=C(NCc1ccc(F)cc1)c1nc(-c2cccs2)no1,·,4%,17%,-6,-1%,-8%,-30,-0.3%,1,7%,0%
CC/C(=N\NC(=O)c1ccc2c(c1)OCO2)C12CC3CC(CC(C3)C1)C2,1,-8%,-1%,1,?,-3%,1,-0.1%,16,2%,4%
Cc1ccc(NC(=O)CCN2C(=O)c3ccncc3C2=O)cc1,-3,-7%,-2%,·,4%,0%,15,-0.5%,-9,-1%,2%
NS(=O)(=O)c1cccc(NC(=O)COc2ncnc3c2cnn3-c2ccccc2)c1,-2,5%,-2%,2,?,3%,1,-1.1%,-17,-2%,-1%
Cc1csc2nc(CNC(=O)CCC(=O)O)cn12,15,17%,-7%,4,14%,1%,12,0.1%,-15,2%,0%
CN=C1SC(CC(=O)Nc2cccc(C(F)(F)F)c2)C(=O)N1C (stereo unspecified),-14,4%,-2%,1,?,·,1,0.1%,28,-3%,-1%
CC(=O)O/N=C(/c1nonc1N)N(C)C,-1,6%,-17%,-1,3%,-1%,9,-0.3%,2,2%,1%
CCc1cc(=O)oc2cc(OC(C)C(=O)NCC(O)c3ccccc3)c(Cl)cc12 (stereo unspecified),7,-9%,-1%[0.46 µM],-9,-13%,-14%,-14,0.1%,-14,0%,0%
COc1ccc(NC(=O)C(=O)NCCN2CCN(C(=O)C(c3ccccc3)c3ccccc3)CC2)cc1,-8,13%,-2%,1,8%,0%,-18,-0.5%,7,-4%,2%
Cc1cc(NS(=O)(=O)c2ccc(NC(=O)c3cc(-c4ccccc4Cl)nc4ccccc34)cc2)no1,9,8%,0%,-4,9%,-3%,2,-0.8%,2,-2%,-2%
Cc1ccc(S(=O)(=O)NCc2ccccc2)cc1C(=O)N1CCCCC1,9,-13%,-6%,·,6%,0%,-15,0.4%,-12,4%,1%

# Screens (PubChem)
